# Peg3 imprint: genomic imprint erasure induction | mouse ES Peg3-LacZ reporter, beta-gal luminescence, 40 h | Potency, µM (top dose mostly 60.7 µM), without a hit: top-dose activity change, positive = activation, hits mostly activators | 110,000 compounds, 0.02% hits | AID 1948;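 further: 0% = negative control wells on the plate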
#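 Gelatin-coated wells received 300 freshly trypsinized female ES cells with a Peg3LacZ-Neo reporter on the maternal allele, then incubated 40 hours at 37C. BetaGlo was added for 5 minutes at room temperature before a single luminescence read.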
# p53ts 32C kill: cytotoxicity in p53ts cells at permissive temperature; Potency, µM (titrated, usually from 46.1 µM), without a hit: top-dose activity change, negative = cytotoxicity, usual class: cytotoxic; 130,000 compounds, 0.93% hits; H1299-p53A138V at 32C, ATP luminescence viability, 24 h; AID 924;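 further: 0% = DMSO and -100% = full killing by reference compound; nearly all actives have a fitted effect of over 55% in size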
#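 ATP-content luminescence (ATPlite) read-out after 24 h compound exposure at 32C in H1299-p53A138V cells (600/well). Tested up to 46 uM. Normalized to DMSO (0%) and 100 uM tamoxifen (100% killing); Hill-fit AC50.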
# IkB sig inh: inhibitors of IkB signaling in ABC-DLBCL cells; ABC-DLBCL IkBa-CBG/CBR dual luciferase ratio, 4 h; response scale: scaled: untreated 0%, proteasome inhibitor 100%; Potency, µM (series often up to 57.1 µM), inactives show at the top dose IkBa stabilization activation; 110,000 compounds, 0.04% hits; AID 445; active means well fitted curve in the direction sought with a large enough effect in the signal ratio, not every such curve was filed as active; inconclusive means small, poorly fitted or top-dose-only effect, or a change in a side signal; the % refers to the signal ratio;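 further: the direction sought is a rising ratio; 0% = basal untreated cells and 100% = reference inhibitor full response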
#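 Luminescence ratio of IκBα-fused green versus native red beetle luciferase in OCI-Ly3 cells, 4 h post-doxycycline with compound; red signal alone, scaled from basal (0%) to zero light (-100%), flagged nonspecific or cytotoxic effects.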
# p53ts 39C kill: p53ts cell cytotoxicity, nonpermissive temperature. H1299-p53A138V viability at 39C, ATP luminescence, 24 h. Potency, µM (titrated, usually from 46.1 µM), for inactives: at the highest dose activity change, negative = cell killing, most hits filed as cytotoxic. 130,000 compounds, 1.5% hits; further: nearly all actives have a fitted effect of over 55% in size
# Numbers without * were called inactive; ? = inconclusive; · = not tested or not shown; & = joins results of further samples; [ ] = another dose, or the depositor's remark. Unless noted, the call rests on the fitted dose curve; in most records, active means well fitted curve in the direction sought with a large enough effect; inconclusive means small, poorly fitted or top-dose-only effect, or another doubt; inactive means no such curve, though single readings can be large; an effect the other way counts as inactive or inconclusive. Unless noted, on the % scale 0 is the no-effect control and ±100 the full control effect; potency means the concentration at half of the fitted maximal effect.
# Start of the data: the first three compounds as a preview:
SMILES,Peg3 imprint,p53ts 32C kill,IkB sig inh,p53ts 39C kill
O=C(COc1ccc(Cl)cc1)NCC(c1cccs1)S(=O)(=O)c1ccc(F)cc1 (configuration not stated),-8.7%[10.9 µM],-2.2%,?,-11.8%
O=c1c2cnn(-c3ccc(F)cc3)c2ncn1Cc1cccnc1,-13.4%,-16.7%,-2.8%,-4.5%
Cc1ccc(OCC(=O)Nc2ccc(S(=O)(=O)Nc3cc(C)on3)cc2)c(Br)c1,-14.5%[10.9 µM],-9.6%,4.6%,-16.5%

# The listing (from the top)
SMILES,Peg3 imprint,p53ts 32C kill,IkB sig inh,p53ts 39C kill
O=C(COc1ccc(Cl)cc1)NCC(c1cccs1)S(=O)(=O)c1ccc(F)cc1 (configuration not stated),-8.7%[10.9 µM],-2.2%,?,-11.8%
O=c1c2cnn(-c3ccc(F)cc3)c2ncn1Cc1cccnc1,-13.4%,-16.7%,-2.8%,-4.5%
Cc1ccc(OCC(=O)Nc2ccc(S(=O)(=O)Nc3cc(C)on3)cc2)c(Br)c1,-14.5%[10.9 µM],-9.6%,4.6%,-16.5%
COc1ccc(S(=O)(=O)NCCC(=O)NC(C)c2ccccc2)cc1 (configuration not stated),-10.6%,-0.3%,1.9%,15.7%
O=C(Nc1ccc(N2CCN(c3ccc(O)cc3)CC2)cc1)Oc1ccccc1,-4.4%,-0.7%,-0.6%,-10.9%
COC(=O)[C@](C)(N)Cc1ccc(O)cc1,·,21.0%,-3.5%,12.2%
Cc1noc(C)c1S(=O)(=O)N(CC(=O)NCc1ccc(Cl)cc1)c1ccc2c(c1)OCO2,-13.1%,2.9%,6.7%,-5.0%
COc1ccccc1CN1CCC2(CC1)CCN(C(=O)c1cccn1C)CC2,·,-3.8%,1.1%[11.4 µM],-1.7%
COc1ccccc1C(=O)Nc1cc(-c2ccc(C)cc2)no1,-11.2%[10.9 µM],?,?,?
O=C(C(c1ccccc1)c1ccccc1)N(Cc1ccco1)C1CCS(=O)(=O)C1 (configuration not stated),-16.9%,5.3%,0.4%,13.9%
CCCn1c(NC(=O)c2ccc(C)cc2)nc2ccccc21,-4.0%,-12.1%,0.1%,-7.3%
N=c1oc2ccc3ccccc3c2cc1-c1nnc2n1CCCCC2,-9.9%,7.7%,0.2%,1.0%
COc1ccc(CNC(=O)C2(c3cccs3)CCOCC2)cc1,2.9%[10.9 µM],-8.6%,?,12.0%
CCNC(=O)c1cc2c(=O)n3cccc(C)c3nc2n1C,-2.5%,0.9%,-0.9%,-1.8%
CN(C)c1ccc(-c2ccc3ncnc(N(C)Cc4ccco4)c3c2)cc1,-24.5%,-4.8%,1.8%[11.4 µM],-8.5%

# Part of the list above, set out differently:
SMILES	Peg3 imprint	p53ts 32C kill	IkB sig inh	p53ts 39C kill
COc1ccccc1C(=O)Nc1cc(-c2ccc(C)cc2)no1	-11.2%[10.9 µM]	?	?	?
O=C(C(c1ccccc1)c1ccccc1)N(Cc1ccco1)C1CCS(=O)(=O)C1 (configuration not stated)	-16.9%	5.3%	0.4%	13.9%
CCCn1c(NC(=O)c2ccc(C)cc2)nc2ccccc21	-4.0%	-12.1%	0.1%	-7.3%

# New compounds follow:
SMILES,Peg3 imprint,p53ts 32C kill,IkB sig inh,p53ts 39C kill
Cc1ccc(CC23CN4CCN(CC(C4)C2O)C3)c(C)c1 (configuration not stated),-5.6%,-2.6%,1.5%,4.0%
c1ccc(CNc2cc(-c3ccoc3)ncn2)cc1,-6.6%,4.7%,-0.7%[11.4 µM],-16.6%
CCN(CC)c1ccc(C2C(C(=O)OCCOC)=C(C)NC3=C2C(=O)CC(C)(C)C3)cc1 (configuration not stated),-13.4%,-1.1%,2.9%,-4.4%
COc1ccc(C(C)n2c(C)c3c(C)nnc(C)c3c2C)cc1 (configuration not stated),-16.6%[10.9 µM],6.0%,?,17.8%
Cc1ccc(Cl)cc1N1CCN(C(=O)c2ccc3c(c2)N(Cc2ccccc2F)C(=O)c2ccccc2S3(=O)=O)CC1,-3.2%[10.9 µM],-6.4%,-0.9%,-11.9%
COc1cccc(-c2cc(C(=O)Nc3ccc(F)cc3)[nH]n2)c1,-11.3%[10.9 µM],?,?,?
Nc1c(C(=O)C2CC2)sc2nc(-c3ccccc3)cc(C(F)(F)F)c12,·,24.1%,·,-1.6%
O=C(C1CCC(Cn2c(=O)[nH]c3ccccc3c2=O)CC1)N1CCN(c2ccccc2)CC1 (configuration not stated),?,3.7%,4.2%,0.6%
C/C(CCC(=O)OC[C@@H]1O[C@H](C#Cc2ccccc2)C=C[C@@H]1Oc1ccc(C)cc1)=N/O[C@@H](C)c1cn([C@H](CO)Cc2ccccc2)nn1,·,3.0%&-2.9%[9.22 µM],·,1.9%&-15.3%[9.22 µM]
CCOC(=O)C1CCCN(C(=O)CN2CCN(Cc3ccc(Cl)cc3)C2=O)C1 (configuration not stated),-12.1%,9.0%,-0.6%,-0.4%
Cc1cccc(NC(=O)CSc2nnc(Cn3cnc4ccccc43)o2)c1,·,5.4%,·,-0.2%
COCCn1cc(C(=O)NCc2cccs2)c2c3ccccc3n(C)c2c1=O,-4.9%,14.5%,-0.7%,-7.8%
CCn1c(CNC(=O)c2cccs2)nnc1SCC(=O)Nc1ccc(Cl)cc1,·,-0.2%,·,16.6%
O=C(Nc1ccncc1)C1(c2ccccc2)CCCC1,-8.5%,20.2%,1.0%,-7.1%
COc1cccc(N(CC(=O)Nc2cccc(F)c2)S(C)(=O)=O)c1,-2.8%,2.8%,0.9%,-7.6%
CCOC(=O)N1CCN(C(=O)C2CC(=O)N(c3ccc(OC)cc3)C2c2ccc(OC)cc2)CC1 (configuration not stated),-4.7%,-3.0%,-0.3%,20.6%
Cc1cc(Nc2ccc(Br)cc2F)n2ncnc2n1,-14.1%,-1.8%,1.5%,2.8%
COc1cc(C)nc(N2CCCC(C(=O)Nc3cccc(Cl)c3C)C2)n1 (configuration not stated),-1.5%,6.9%,0.4%,-9.8%
COc1ccc2oc(-c3ccccc3)c(C(=O)N3CCOCC3)c2c1,-16.2%,1.7%,-0.9%,-2.0%
O=c1c2ccccc2nc(-c2ccco2)n1/N=C/c1ccco1,-39.5%[inhibitor],-4.2%,0.8%,6.8%
CN(C)CCCN(C(=O)c1ccc2c(c1)CCCC2)c1nc2ccc(F)cc2s1,·,14.7%,·,4.6%
O=P(O)(CCc1ccncc1)CN1CCCCC1,3.8%,0.8%,0.4%,-1.4%
Cc1ccc(NC(=O)N2CCN(c3nnc(C)c4c(C)n(-c5ccccc5)nc34)CC2)c(Cl)c1,-11.0%[10.9 µM],5.6%,0.3%,-12.4%
CC(C)CCNC(=O)CSc1nc2ccccc2nc1Cc1ccc(Cl)cc1,-4.7%[10.9 µM],-1.4%,-1.7%,-5.7%
O=C(Nc1ccc(Cl)c(C(F)(F)F)c1)C1CCCN(S(=O)(=O)c2cnc[nH]2)C1 (configuration not stated),-16.5%,1.1%,0.4%,-11.0%
CN(C)c1ccc(CNC(=O)CN2C(=O)C3CCCCN3c3ccc(C(=O)N4CCCC4)cc32)cc1 (configuration not stated),-12.8%[10.9 µM],5.6%,?,8.0%
Fc1ccc(-c2nnn3c2nc(NCc2ccccc2)c2ccccc23)cc1,5.8%[10.9 µM],10.4%,?,-5.6%
CCc1nnc(NC(=O)c2cccc(C(=O)Nc3nnc(CC)s3)n2)s1,-36.6%[inhibitor],-6.4%,?,-8.1%
COc1ccc(S(=O)(=O)N(CC(=O)N2CCOCC2)Cc2ccccc2)cc1,·,-16.0%,·,-5.8%
CCC(C)(C)n1nnnc1C(c1ccc2ncccc2c1)N1CCN(c2nc3ccccc3s2)CC1 (configuration not stated),-12.3%,3.3%,4.7%,1.6%
Cc1cc(C)n(-c2ncnc3sc4c(c23)CCCC4)n1,-9.6%,7.4%,-0.6%,5.4%
CCN(CC)C(=O)Cn1c(=O)n(Cc2ccc(C(=O)NCc3ccc(C)cc3)cc2)c(=O)c2ccccc21,3.5%[10.9 µM],2.8%,?,-14.1%
N#Cc1c(N2CCCC2)nc(N)c2c(N)nc(N3CCCC3)cc12,-13.6%,12.6µM*,0.3%,14.5%
O=C(CSc1nc2c(c(C(F)(F)F)n1)CCc1ccccc1-2)NCc1ccccc1,·,-1.7%,·,14.7%
CCOC(=O)C1CCN(C/C=C/c2ccccc2OC)CC1,-17.6%,-7.3%,0.8%,-8.1%
OC1(c2ccc(Cl)cc2)CCN(Cc2c[nH]c3ccccc23)CC1,-15.8%&-14.3%,-4.9%,-0.4%&-5.3%,-21.0%
c1ccc(SCCc2ccncc2)cc1,?,-4.2%[9.22 µM],-1.6%[11.4 µM],13.0%[9.22 µM]
CCOc1ccc(C(=O)c2cn(CC(=O)Nc3cccc(OC)c3)c3cc4c(cc3c2=O)OCCO4)cc1,-13.6%[10.9 µM],8.2%,?,-15.3%
Cc1cc(Nc2ccc(F)cc2)n2c(nc3ccccc32)c1C#N,-18.8%[10.9 µM],0.7%,3.4%,-28.9%
COc1ccc(C)cc1NC(=O)c1cc(S(=O)(=O)N2CCc3ccccc3C2)ccc1F,-15.6%[10.9 µM],6.6%,-1.6%,-23.4%
Cn1c(=O)c(=O)n(C)c2cc(S(=O)(=O)Nc3ccc4c(c3)OCCO4)ccc21,-16.9%,-1.9%,?,-10.2%
COC(=O)c1sccc1NC(=O)c1ccco1,-4.5%,5.3%,-0.2%,7.4%
CC(CNC(=O)c1cc2ccccn2n1)c1ccccc1 (configuration not stated),-8.7%[10.9 µM],-3.2%,?,-12.0%
COCCNC(=O)C(C)OC(=O)c1nsc(Cl)c1Cl (configuration not stated),0.1%,3.2%,-0.2%,-12.6%
c1cc(-c2noc(CCC3CCCC3)n2)ccn1,-6.5%,-2.2%,-0.9%,1.8%
CC(C)Cn1c(N)c(C(=O)COC(=O)C2=COCCO2)c(=O)n(C)c1=O,-1.6%,-0.9%,-0.1%,6.7%
Cc1nn(C)c(C)c1S(=O)(=O)N(CC(=O)Nc1ccc2c(c1)OCO2)c1ccc(C(C)C)cc1,-12.2%,0.3%,7.2%,8.4%
CNc1ncnc2ccc(-c3ccccc3CN(C)C)cc12,-23.6%,7.0%,1.3%[11.4 µM],-6.1%
COc1ccc(-c2csc(N3CCC(C(N)=O)(N4CCCCC4)CC3)n2)cc1,-22.4%,8.8%,-1.3%,-18.6%
CC(=O)N[C@@H](CC(=O)O)C(=O)N[C@@H](CCC(=O)O)C(=O)O,-7.7%,-1.0%,0.2%,-3.5%
CCOC(=O)C1CCN(C(=O)COc2ccc(N(C)S(=O)(=O)c3cccs3)cc2)CC1,-16.2%,-0.8%,1.3%,4.3%
CC1(C)CN=C(N2CCN(c3ncnc4sc5c(c34)CCCC5)CC2)S1,-2.3%,-3.2%,0.1%,2.3%
COc1ncc2nc(-c3ccc(F)cc3)c(=O)n(C)c2n1,-0.4%,-2.9%,-1.2%[11.4 µM],-5.2%
O=C(N1CCOCC1)N1CCN(c2ccccn2)CC1,2.0%,-4.1%,-2.4%,8.8%
CCOc1ccccc1CNS(=O)(=O)c1cc(-c2onc(C)c2C)ccc1OC,-6.7%[10.9 µM],6.3%,0.8%,-19.9%
Cc1cccc(-c2nc(CCNC(=O)c3ccccc3Br)cs2)c1,12.8%[10.9 µM],1.8%,0.1%,?
CCc1c(C)n([O-])c2c([n+]1=O)CCC2,27.5%,1.0%,-0.4%,7.7%
COc1ccc(Cl)cc1N1C(=O)C2CCCN2C1c1sccc1C (configuration not stated),4.4%,-4.3%,?,-10.0%
COc1cccc(C(C(=O)NC2CCCC2)N(Cc2ccc(C)cc2)C(=O)c2ccco2)c1OC (configuration not stated),·,-10.2%,·,-1.7%
CCn1c(SCC(=O)Nc2ccc3c(c2)OCO3)nc2c(c1=O)SC(C)C2 (configuration not stated),-13.2%,9.1%,-2.6%,6.3%
COc1ccc(C(=O)Nc2cccc(C(C)=O)c2)cc1S(=O)(=O)N1CCOCC1,-1.6%,-3.0%,3.8%,1.7%
CCOC(=O)N/N=C1/C[C@@H](O)[C@@H](O)[C@@H]2[C@@H]3C(=O)N(C[C@@H]4CCCO4)C(=O)[C@H]3CC[C@@H]12,·,-5.2%[9.22 µM],·,1.1%[9.22 µM]
Clc1ccc(Cn2c(CN3CCCC3)nc3ccccc32)cc1,-12.4%,1.2%[20.6 µM],-0.3%[25.6 µM],2.1%[20.6 µM]
